3T3 cytotox – cytotoxic compounds in NIH 3T3 cells; NIH 3T3 viability, CellTiter-Glo ATP luminescence, 48-72 h; Potency, µM (top dose mostly 96.7 µM), for the others: at the highest dose activity change, negative = cytotoxicity, most hits filed as inhibitors; 94,000 compounds, 4.3% hits; AID 1345082; note: potency is the fitted concentration of half-maximal effect; nearly all actives have a fitted effect of over 55% in size
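Cytotoxicity is measured as loss of cellular ATP: NIH 3T3 cells (400/well) are exposed to compound for 48 or 72 hr at 37 °C, then CellTiter-Glo luminescence is imaged after 10 min at room temperature.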
GPT2 inhibitor – inhibitors of human GPT2 alanine aminotransferase. Q8TD30. Recombinant GPT2, coupled pyruvate oxidase/HRP Amplex Red fluorescence. Potency, µM (titrated, usually from 57.7 µM), for the others: top-dose activity change, negative = inhibition, hits mostly inhibitors. 100,000 compounds, 0.25% hits. AID 1671188; note: potency is the fitted concentration of half-maximal effect; nearly all actives have a fitted effect of over 60% in size; many of its hits are not listed in these tables
Target sequence (Q8TD30 whole entry, looked up): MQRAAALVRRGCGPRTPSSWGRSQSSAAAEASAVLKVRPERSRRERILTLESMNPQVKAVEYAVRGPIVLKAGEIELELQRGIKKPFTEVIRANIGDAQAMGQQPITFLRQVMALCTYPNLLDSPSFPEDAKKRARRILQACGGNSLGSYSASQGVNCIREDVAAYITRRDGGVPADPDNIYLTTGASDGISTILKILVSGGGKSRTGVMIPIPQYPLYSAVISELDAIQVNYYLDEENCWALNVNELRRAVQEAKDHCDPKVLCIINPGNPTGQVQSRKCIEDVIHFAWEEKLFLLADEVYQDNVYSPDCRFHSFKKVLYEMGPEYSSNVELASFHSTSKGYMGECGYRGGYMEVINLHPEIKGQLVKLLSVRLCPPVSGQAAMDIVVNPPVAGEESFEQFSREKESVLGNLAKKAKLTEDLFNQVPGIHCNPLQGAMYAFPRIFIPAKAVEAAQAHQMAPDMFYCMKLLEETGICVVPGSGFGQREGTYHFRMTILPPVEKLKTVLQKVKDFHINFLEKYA
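Fluorescence read-out: pyruvate from GPT2 turnover coupled to pyruvate oxidase, HRP and Amplex Red (0.2mM ThPP, 0.2U/mL PO and HRP, 50uM Amplex final). Substrates 250uM a-KG, 2mM L-alanine; enzyme 10ng/uL; 30 min RT.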
IP6K1 inhibitor – IP6K1 kinase inhibition | AID 1645851 | activity change, % (series mostly up to about 58 µM) | IP6K1 kinase, ADP-Glo luminescence, 2 h; hits give low values | 140,000 compounds, 0.81% hits | Q92551; in the data active = activity change below about -25%
Target sequence (Q92551 whole entry, looked up): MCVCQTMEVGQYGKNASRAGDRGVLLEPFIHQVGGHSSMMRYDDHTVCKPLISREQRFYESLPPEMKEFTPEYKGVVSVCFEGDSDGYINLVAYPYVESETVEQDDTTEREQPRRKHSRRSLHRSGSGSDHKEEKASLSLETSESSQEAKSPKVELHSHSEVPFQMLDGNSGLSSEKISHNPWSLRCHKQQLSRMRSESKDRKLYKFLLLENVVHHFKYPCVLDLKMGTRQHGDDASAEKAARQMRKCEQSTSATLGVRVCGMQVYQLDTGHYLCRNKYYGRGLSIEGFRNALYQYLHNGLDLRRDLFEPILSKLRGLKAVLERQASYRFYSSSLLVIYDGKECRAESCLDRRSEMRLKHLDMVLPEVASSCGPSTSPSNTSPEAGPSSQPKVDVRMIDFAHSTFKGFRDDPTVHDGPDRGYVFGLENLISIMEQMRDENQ
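ADP-Glo luminescence measures ADP made by human IP6K1 during a 2 h RT reaction with ATP/IP6 (mix at 1.3 mM/130 uM); top library doses 57.5 and 19.1 uM final.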
SNCA viab count – counter-screen for SNCA expression inhibitors: cell viability; HEK-293-SNCA-luc viability, GF-AFC fluorescence, 24 h; Potency, µM (series often up to 57.1 µM), without a hit: at the top dose activity change, negative = cytotoxicity, actives largely listed as cytotoxic; 150,000 compounds, 0.12% hits;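 note: potency is the fitted concentration of half-maximal effect; 0% = DMSO-treated cells and -100% = medium-only wells without cells; nearly all actives have a fitted effect of over 30% in size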
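HEK-293-SNCA-luc cells (1500/well) plated 24 h, then exposed 24 h to a dilution series; GF-AFC added 30 min at 37C, fluorescence 405/540 nm; normalised to medium-only and DMSO wells, Hill fit.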
FLuc inh – Photinus pyralis luciferase inhibition. purified P. pyralis luciferase, luminescence, biochemical. AID 1347043. Potency, µM (highest dose often 115 µM), inactives show top-dose activity change, negative = inhibition, usual class: inhibitors. 76,000 compounds, 2.5% hits; note: potency is the fitted concentration of half-maximal effect; nearly all actives have a fitted effect of over 65% in size
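Luminescence read by CCD imaging after purified firefly luciferase (10nM final) was added to substrate buffer holding 10uM D-luciferin and 10uM ATP, pH 7.5, pre-dosed with compound.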
SNCA expr inh – SNCA gene expression inhibition; HEK-293 SNCA-luciferase knock-in, luminescence, 24 h; Potency, µM (doses to about 57.2 µM), for inactives: at the top dose activity change, negative = inhibition, hits mostly inhibitors; 140,000 compounds, 0.17% hits;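 note: potency is the fitted concentration of half-maximal effect; plate controls were DMSO cells for no effect and cell-free wells for full effect; nearly all actives have a fitted effect of over 45% in size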
HEK293 tox – HEK 293 cell cytotoxicity; HEK 293 viability, ATP luminescence (CellTiter-Glo), 48-72 h; Potency, µM (top dose mostly 115 µM), for inactives: at the top dose activity change, negative = cytotoxicity, usual class: inhibitors; 94,000 compounds, 6.6% hits; note: potency is the fitted concentration of half-maximal effect; nearly all actives have a fitted effect of over 60% in size
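HEK 293 cells seeded at 250 cells/well were exposed to compound for 48 or 72 hr at 37 degree Celsius. Viability taken as ATP content by CellTiter-Glo luminescence.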
Numbers without * were called inactive; & = joins results of further samples; [ ] = dose if it differs, or a comment. Unless noted, calls come from the whole dose curve; as a rule, active = well fitted curve in the direction sought with a large enough effect; inconclusive = small, poorly fitted or top-dose-only effect, or another doubt; inactive = no such curve, though single readings can be large; an effect the other way counts as inactive or inconclusive. Unless noted, % is set by controls: 0 for no effect and ±100 for the full control effect.

COCCN1C(=O)Cc2ccccc2C1C(=O)NCc1ccc(Cl)cc1 (centres undefined) was read as 3T3 cytotox -7%, GPT2 inhibitor -10%, IP6K1 inhibitor 3, SNCA viab count -12%, FLuc inh -3%, SNCA expr inh -18% and HEK293 tox -19%.
`O=C(CCC1CCN(S(=O)(=O)c2ccccc2)CC1)NCc1ccccc1` gave 3T3 cytotox inconclusive, GPT2 inhibitor inactive, IP6K1 inhibitor 10, SNCA viab count 3%, FLuc inh -9%, SNCA expr inh -12% and HEK293 tox inconclusive.
For Cc1ccc(NC(=O)Cn2nc3n(c2=O)CCCC3)cc1F the results were 3T3 cytotox 0%, GPT2 inhibitor inactive, IP6K1 inhibitor 0, SNCA viab count -10%, FLuc inh 5%, SNCA expr inh 6% and HEK293 tox 9%.
`CC[C@@H]1[C@@H](NC(=O)c2[nH]nc(N)c2-c2ccccc2)[C@@H]2CCO[C@H]12` gave 3T3 cytotox inactive, GPT2 inhibitor -11%[11.5 µM], IP6K1 inhibitor 36, SNCA viab count 4%, FLuc inh 4%, SNCA expr inh 4% and HEK293 tox inactive.
For CNC(=O)[C@H]1C[C@H](Oc2ccccc2)CN1Cc1ccc(F)c(F)c1 the results were 3T3 cytotox -12%, GPT2 inhibitor 1%, IP6K1 inhibitor 18, SNCA viab count 1%, FLuc inh 0%, SNCA expr inh inconclusive and HEK293 tox inconclusive.
`CCC(=O)N(C1CCOCC1)C1CCN(Cc2ccc(SC)cc2)CC1` gave 3T3 cytotox -13%, GPT2 inhibitor -4%, IP6K1 inhibitor -4, SNCA viab count 7%, FLuc inh -6%, SNCA expr inh -5% and HEK293 tox -14%.
CC(C)(C)c1ccnc(N[C@H]2CO[C@H]3[C@@H]2OC[C@@H]3NS(=O)(=O)c2cccs2)n1 was read as 3T3 cytotox 79µM*, GPT2 inhibitor -11%[88.5 µM], IP6K1 inhibitor 4, SNCA viab count -24%[87.6 µM], FLuc inh inconclusive, SNCA expr inh inconclusive and HEK293 tox inconclusive.
O=C(C1CCC1)N1CCNc2cnc(Nc3ccccc3)nc2C1 was read as 3T3 cytotox inconclusive, GPT2 inhibitor -5%[88.5 µM], IP6K1 inhibitor 2, SNCA viab count -12%[87.6 µM], FLuc inh -23%[172 µM], SNCA expr inh 22%[87.6 µM] and HEK293 tox inconclusive.
For Cn1ccnc1C(=O)N1CC(c2noc(C3CCCN3CC3CC3)n2)C1 (centres undefined) the results were 3T3 cytotox 2%, GPT2 inhibitor inactive, IP6K1 inhibitor 23, SNCA viab count 2%[12.5 µM], FLuc inh 6%, SNCA expr inh -12% and HEK293 tox -21%.
Screening CCOc1ccccc1C(=O)N1CCCN(C(=O)C2CC2)c2ccccc21 returned 3T3 cytotox -22%, GPT2 inhibitor -7%, IP6K1 inhibitor 3, SNCA viab count 2%, FLuc inh -2%, SNCA expr inh 2% and HEK293 tox -27%.
COC[C@H]1NC(=O)CC[C@H]1C(=O)N1CCN(c2ccccc2)CC1 was read as 3T3 cytotox -15%, GPT2 inhibitor inactive, IP6K1 inhibitor 12, SNCA viab count 22%, SNCA expr inh 15% and HEK293 tox 0%.
For COc1cccc(CNC(=O)c2ccc3nnc(-c4ccc([S+](C)(=O)[O-])cc4)n3c2)c1 the results were 3T3 cytotox -10%, GPT2 inhibitor inactive, IP6K1 inhibitor -6, SNCA viab count -1%, SNCA expr inh -5% and HEK293 tox -11%.
`CNC(=O)[C@@H]1C[C@H](n2cc(C(C)(C)NC(=O)c3ccccc3OC)nn2)CN1` gave 3T3 cytotox 2%, GPT2 inhibitor -2%, IP6K1 inhibitor -6, SNCA viab count -7%, FLuc inh 0%, SNCA expr inh -7% and HEK293 tox inactive.
Screening CC1CCN(S(=O)(=O)c2ccc3nc(NCc4ccc(F)cc4)ccc3c2)CC1 returned IP6K1 inhibitor 3, SNCA viab count -26% and SNCA expr inh inconclusive.
`COCC(=O)N[C@H]1CCN(C(=O)COC)[C@H](C(=O)N[C@H](Cc2c[nH]c3ccccc23)C(N)=O)C1` gave 3T3 cytotox -3%, GPT2 inhibitor -19%, IP6K1 inhibitor -12, SNCA viab count 10%, FLuc inh -1%, SNCA expr inh -17% and HEK293 tox 2%.
`O=C(c1ccc2nccn2c1)N1CCOCC1` gave 3T3 cytotox 2%[174 µM], GPT2 inhibitor -6%[88.5 µM], IP6K1 inhibitor 13&-11, SNCA viab count 2%&0%[87.6 µM], SNCA expr inh 30%&26%[87.6 µM] and HEK293 tox 4%[172 µM].
Cc1nc(CN2CCOc3c(O)cc(-c4nc5ccccc5s4)cc3C2)no1 was read as 3T3 cytotox -23%, GPT2 inhibitor 0%, IP6K1 inhibitor 8, SNCA viab count 0%, FLuc inh -25%, SNCA expr inh 57%[activator] and HEK293 tox inconclusive.
`COCC(=O)N1CCCN(c2ccnc3ccnn23)CC1` gave 3T3 cytotox -17%[138 µM], GPT2 inhibitor inactive, IP6K1 inhibitor -2, SNCA viab count 12%[87.6 µM], SNCA expr inh 2%[87.6 µM] and HEK293 tox -2%[172 µM].
COc1cc(NC(=O)c2c(OC)cc(=O)n3c2CCCC3)cc(OC)c1 was read as 3T3 cytotox inactive, GPT2 inhibitor -2%, IP6K1 inhibitor 9, SNCA viab count -2%, FLuc inh 0%, SNCA expr inh -5% and HEK293 tox 6%.
Screening C=C1CC23CC1CCC2C12OC(=O)C(C)(C(O)C(O)C1O)C2C3C(=O)O (centres undefined) returned GPT2 inhibitor inactive, IP6K1 inhibitor -3 and SNCA viab count -5%.

Among those listed so far, 3 have an aryl methoxy group.
For COc1cccc(CNC(=O)c2ccc3nnc(-c4ccc([S+](C)(=O)[O-])cc4)n3c2)c1 the results were 3T3 cytotox -10%, GPT2 inhibitor inactive, IP6K1 inhibitor -6, SNCA viab count -1%, SNCA expr inh -5% and HEK293 tox -11%.
`CNC(=O)[C@@H]1C[C@H](n2cc(C(C)(C)NC(=O)c3ccccc3OC)nn2)CN1` gave 3T3 cytotox 2%, GPT2 inhibitor -2%, IP6K1 inhibitor -6, SNCA viab count -7%, FLuc inh 0%, SNCA expr inh -7% and HEK293 tox inactive.
COc1cc(NC(=O)c2c(OC)cc(=O)n3c2CCCC3)cc(OC)c1 was read as 3T3 cytotox inactive, GPT2 inhibitor -2%, IP6K1 inhibitor 9, SNCA viab count -2%, FLuc inh 0%, SNCA expr inh -5% and HEK293 tox 6%.

(more compounds)
`O=C(O)c1ccc(CN2CC[C@H](c3nnc(-c4cccnc4)o3)C2)cc1` gave 3T3 cytotox -2%[174 µM], GPT2 inhibitor inactive, IP6K1 inhibitor 8, SNCA viab count -11%[87.6 µM], FLuc inh 0%[172 µM], SNCA expr inh 7%[87.6 µM] and HEK293 tox 2%[172 µM].
For COc1ccc2c(c1)nc1n2[C@@H](CNCc2ccccc2)COC1 the results were 3T3 cytotox inconclusive, GPT2 inhibitor -5%[88.5 µM], IP6K1 inhibitor 1, SNCA viab count 2%[87.6 µM], FLuc inh -5%[172 µM], SNCA expr inh -15%[87.6 µM] and HEK293 tox inconclusive.
Screening O=C1NC2(CCN(C(=O)c3ccc(F)cc3)CC2)Oc2ccccc21 returned 3T3 cytotox -20%[138 µM], GPT2 inhibitor -2%[88.5 µM], IP6K1 inhibitor 24, SNCA viab count -2%[87.6 µM], FLuc inh 6%[172 µM], SNCA expr inh -23%[87.6 µM] and HEK293 tox -14%[172 µM].
COc1ccc(CC(=O)N2C[C@@H](C(=O)O)[C@H](c3ccccc3)C2)c(OC)c1 was read as 3T3 cytotox 2%, GPT2 inhibitor inactive, IP6K1 inhibitor 15, SNCA viab count 6%, FLuc inh -8%, SNCA expr inh inconclusive and HEK293 tox 1%.
For Cc1cccc(OCC(=O)Nc2c(C(=O)N3CCN(c4ccccc4F)CC3)oc3ccccc23)c1 the results were IP6K1 inhibitor -1, SNCA viab count -3% and SNCA expr inh 25%.
`Cc1ccc(C(=O)N2CCCC(N3C(=O)c4c(c(C)nn4-c4ccccc4)C3C)C2)cc1` (centres undefined) gave 3T3 cytotox inconclusive, IP6K1 inhibitor 2 and HEK293 tox 45µM*.
Screening O=C(Cc1ccc(Cl)cc1)N1CCC([C@@H]2CNC[C@H]2CO)CC1 returned 3T3 cytotox inactive, GPT2 inhibitor -6%, IP6K1 inhibitor 0, SNCA viab count 1%[12.5 µM], FLuc inh -6%, SNCA expr inh 36%[activator] and HEK293 tox inactive.
`Cc1noc(C)c1CCC(=O)NCc1cccnc1N1CCOCC1` gave 3T3 cytotox 1%, GPT2 inhibitor inactive, IP6K1 inhibitor -4, SNCA viab count -2%, FLuc inh inconclusive, SNCA expr inh 44%[activator] and HEK293 tox inactive.
Screening COc1cncc(CN2CC[C@@H]3OCC(=O)N(Cc4ccccc4)[C@H]3CC2)c1 returned 3T3 cytotox inconclusive, GPT2 inhibitor -18%[88.5 µM], IP6K1 inhibitor -10, SNCA viab count -7%[87.6 µM], FLuc inh -2%[172 µM], SNCA expr inh -18%[87.6 µM] and HEK293 tox -4%[172 µM].
For O=C(C1CCN([S+](=O)([O-])c2cccs2)C1)N1CCC(c2nc3ncccc3[nH]2)CC1 (centres undefined) the results were 3T3 cytotox -1%, GPT2 inhibitor 1%, IP6K1 inhibitor -5, SNCA viab count 2%, SNCA expr inh 32%[activator] and HEK293 tox 4%.
Screening COc1ccc(-c2nc(CC3CCN(C(=O)c4ccnn4C)C3)no2)cc1 (centres undefined) returned 3T3 cytotox inconclusive, GPT2 inhibitor -7%, IP6K1 inhibitor -5, SNCA viab count inconclusive, FLuc inh -5%, SNCA expr inh 73%[activator] and HEK293 tox inconclusive.
CC(C)c1nc2c(c(-c3ccc(Cl)cc3)n1)CCN(Cc1ccc(C#N)cc1)CC2 was read as 3T3 cytotox inconclusive, GPT2 inhibitor -9%, IP6K1 inhibitor -6, SNCA viab count -28%, SNCA expr inh -19% and HEK293 tox 40µM*.
Screening CCOc1ccc(CNC(=O)c2cnc(SC)nc2CC)cc1 returned IP6K1 inhibitor 2, SNCA viab count 4% and SNCA expr inh -5%.
`O=C(CC1=CCNCC1)N(Cc1ccccn1)CC1CCCO1` (centres undefined) gave 3T3 cytotox inactive, GPT2 inhibitor -8%, IP6K1 inhibitor -2, SNCA viab count -24%, FLuc inh 2%, SNCA expr inh -5% and HEK293 tox 0%.
For COC(=O)c1ccc2nc(C[C@@H]3C[C@@H](C(C)C)[C@H](CN(C)C)C=C3C)[nH]c2c1 the results were 3T3 cytotox 71µM*, GPT2 inhibitor inconclusive, IP6K1 inhibitor 4, SNCA viab count -1%[87.6 µM], FLuc inh 2%[172 µM], SNCA expr inh 23%[87.6 µM] and HEK293 tox inconclusive.
For O=C(NCc1cccnc1)c1nc(-c2cccc(F)c2)c2cnccn12 the results were 3T3 cytotox -25%&-21%, GPT2 inhibitor 3%&1%, IP6K1 inhibitor 4&-13, SNCA viab count 6%&4%, FLuc inh -5%, SNCA expr inh 1%&64% and HEK293 tox inconclusive.
